Scp-1 inhibitor = blocks human Scp-1 phosphatase activity; Q9GZU7; Recombinant Scp1, phosphopeptide, malachite green phosphate absorbance; inhibition, % at 20 µM; 0.88% of 340,000 active;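 active means inhibition above about 50% at 20 µM, limit read from the data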;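 further: plate controls were DMSO wells with enzyme for no effect and wells lacking enzyme for full effect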
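Test system: SCP-1 phosphatase catalytic domain, residues 76-261 | Compound dosing: One concentration, 20 µM, with 1.0% DMSO | Schedule: 45 min room-temperature reaction, 5 min colour, 30 min stabiliser | Detection: Absorbance at 630 nm | Read-out basis: % inhibition of SCP-1 phosphate liberation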
DNMT1 block = DNMT1 (human) enzyme inhibition; P26358; DNMT1 molecular beacon, Hinp1I cleavage, fluorescence; inhibition (reported as % activation of signal), % at 10 µM; 0.83% of 360,000 active; AID 588458; in the data active means inhibition above about 50%
Target sequence (P26358 504-1616 limits assumed): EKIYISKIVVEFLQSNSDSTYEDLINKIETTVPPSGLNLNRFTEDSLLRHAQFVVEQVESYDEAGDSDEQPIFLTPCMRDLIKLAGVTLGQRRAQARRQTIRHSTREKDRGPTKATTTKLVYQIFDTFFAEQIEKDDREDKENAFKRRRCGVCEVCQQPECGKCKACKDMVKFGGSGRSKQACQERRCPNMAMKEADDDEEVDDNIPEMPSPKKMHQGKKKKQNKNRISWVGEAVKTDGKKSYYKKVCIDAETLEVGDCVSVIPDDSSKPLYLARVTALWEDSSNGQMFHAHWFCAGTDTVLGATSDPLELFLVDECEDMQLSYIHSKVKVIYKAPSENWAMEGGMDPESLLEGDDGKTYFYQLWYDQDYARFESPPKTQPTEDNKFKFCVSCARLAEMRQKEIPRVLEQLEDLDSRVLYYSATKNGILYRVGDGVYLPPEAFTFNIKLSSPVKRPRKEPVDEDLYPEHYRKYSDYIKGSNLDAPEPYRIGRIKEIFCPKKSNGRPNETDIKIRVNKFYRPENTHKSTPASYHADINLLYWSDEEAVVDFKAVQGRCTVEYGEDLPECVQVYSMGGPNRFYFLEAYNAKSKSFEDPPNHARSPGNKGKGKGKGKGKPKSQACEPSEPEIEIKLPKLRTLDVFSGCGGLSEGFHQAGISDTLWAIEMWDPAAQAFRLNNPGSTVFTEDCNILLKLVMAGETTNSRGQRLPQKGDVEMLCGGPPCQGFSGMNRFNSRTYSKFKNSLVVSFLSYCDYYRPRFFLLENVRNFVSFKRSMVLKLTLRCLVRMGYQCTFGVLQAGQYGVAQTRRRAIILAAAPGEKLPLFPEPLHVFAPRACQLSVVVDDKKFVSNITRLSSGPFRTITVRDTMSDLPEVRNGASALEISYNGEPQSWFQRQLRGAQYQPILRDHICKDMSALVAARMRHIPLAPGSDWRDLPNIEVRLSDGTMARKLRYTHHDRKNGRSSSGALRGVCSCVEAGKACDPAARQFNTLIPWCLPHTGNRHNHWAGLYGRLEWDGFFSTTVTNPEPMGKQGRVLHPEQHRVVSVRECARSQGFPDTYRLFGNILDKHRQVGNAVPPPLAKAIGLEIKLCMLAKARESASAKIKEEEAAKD
LMPTP block = LMPTP (human) inhibition; P24666; recombinant LMPTP-A, OMFP fluorogenic substrate, fluorescence intensity; inhibition, % at 20 µM; 0.22% of 360,000 active;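 active means compounds that cut the enzyme signal by at least half of the control window in the single-dose screen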;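 further: plate controls were DMSO wells with enzyme plus substrate for no effect and substrate without enzyme for full effect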
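Test system – LMPTP-A phosphatase enzyme · Quantity – 0.625 nM LMPTP-A final · Reagent – OMFP substrate, 400 µM final · Dosing – one test concentration per compound, 20 µM, with 3% DMSO overall · Timing – 50 min enzyme reaction at room temperature, protected from light · Detection – fluorescence intensity · Controls – substrate-only low control, DMSO enzyme-plus-substrate high control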
CendR NRP1 mod = NRP-1/CendR interaction modulation | O14786 | FAM-RPARPAR peptide binding to NRP-1, fluorescence polarization | inhibition, % at 25 µM | 0.85% of 360,000 active | AID 602438;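 active means inhibition or corrected inhibition above about 18%, plus a signal ratio from 0.5 to 1.5, limit read from the data, passing the limit was not always enough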; further: strong numbers were not always called active
Tb MetRS inh = blocks T. brucei methionyl-tRNA synthetase activity; purified T. brucei MetRS, ATP depletion, Kinase-Glo luminescence; 0.4% of 360,000 active; inhibition, % at 11.9 µM; AID 624268;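 active means inhibition above a per-plate cutoff of the control wells' mean inhibition plus 3 SD, cut at about 5.5% in these data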;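 further: 0% = DMSO wells median and 100% = median of wells with control inhibitor compound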
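assay system = parasite MetRS enzyme | timing = 15 min preincubation, 2 h reaction, all 25 °C | evaluation = percent inhibition relative to median high and low control wells | medium = HEPES buffer containing pyrophosphatase, BSA, spermine, DTT | compound = single dose, 11.9 µM final nominal, 0.9% final DMSO | detection = Kinase-Glo luminescence, ATP depletion format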
SKN-1 inh = blocks SKN-1 activity in C. elegans. inhibition, % at 21.8 µM. AID 624304. 0.49% of 360,000 active. C. elegans VP596 Pgst-4::GFP/RFP ratio, acrylamide-induced, 24 h;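 active means interference check ratio from 0.5 to 1.5 plus GFP to RFP signal ratio inhibition reaching or exceeding a fixed threshold, cut at about 30% in these data, passing the limit was not always enough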; further: some compounds called inactive have numbers as strong as hits
STEP inh = STEP (human) phosphatase inhibition; P54829; recombinant STEP, OMFP fluorogenic substrate, fluorescence; inhibition, % at 20 µM; 0.25% of 360,000 active; AID 588621;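 active means inhibition at 20 µM, scaled per plate between control wells, above about 37%, limit read from the data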;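 further: 0% = DMSO with enzyme and substrate and 100% = substrate only without enzyme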
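medium = Bis-Tris buffer pH 6.0, 2.5 mM DTT, 0.005% Tween 20 | test system = STEP (striatal-enriched tyrosine phosphatase) enzyme, cell-free | measure = normalized % inhibition | compound dosing = 20 µM, 1% DMSO | also added = 25 µM OMFP | schedule = reaction 20 min, ambient temperature | measured by = fluorescence read at 480 nm ex / 540 nm em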
Neddyl block = blocks human cullin neddylation; P61081+Q13564; TR-FRET cullin neddylation, biochemical; calls only at 25 µM; 0.58% of 360,000 active; in the data active means inhibition above about 36%
SUMO1 PPI mod = SUMO1-SIM interaction modulation. P63165. SUMO1 binding to a labelled peptide, TR-FRET, 1 h. inhibition, % at 20 µM. 0.33% of 360,000 active; in the data active means inhibition above about 37%
NadD block = inhibitors of Staphylococcus aureus NadD; purified NadD enzyme, colorimetric absorbance read-out; inhibition, % at 20 µM; 0.78% of 360,000 active; AID 602399; in the data active means inhibition above about 26%; further: some compounds past the cut are filed as inactive
Starred values were filed as active, the others as inactive; i = inactive; · = no result given.

SMILES	Scp-1 inhibitor	DNMT1 block	LMPTP block	CendR NRP1 mod	Tb MetRS inh	SKN-1 inh	STEP inh	Neddyl block	SUMO1 PPI mod	NadD block
CCOC(=O)C1CCN(S(=O)(=O)c2ccc(NC(=O)c3ccco3)cc2)CC1	-1.6	0.6	0.0	19.5	-0.1	-19.0	-1.0	i	1.9	6.1
CCCCN(CCCNC(=O)CN1C(=O)COc2ccc(S(=O)(=O)N3CCC(C)CC3)cc21)Cc1ccccc1	-2.0	-0.5	0.4	1.2	0.2	-21.9	-1.6	i	-0.9	-9.0
C=CCN(c1ccccc1)S(=O)(=O)c1cc2c(cc1C)NC(=O)CO2	-6.9	-0.9	-0.3	-14.2	0.1	1.6	0.6	i	4.7	-5.2
COc1ccc(C2(c3ccc(OC(C)=O)cc3OC(C)=O)CC(c3ccccc3)NC(=S)N2)cc1 (stereo unspecified)	2.0	1.0	2.3	-2.3	1.0	1.4	-1.9	i	2.7	8.3
CCOC(=O)c1ccc(N(C(=O)c2cnccn2)C(C(=O)NC2CCCCC2)c2cn(C)nc2C)cc1 (stereo unspecified)	-1.8	0.1	0.4	-8.0	-0.3	-10.8	1.6	i	-5.1	7.1
COc1ccccc1-n1c(C)cc(C=O)c1C	-13.1	1.1	0.2	-17.8	-0.3	6.8	2.7	i	-0.6	2.3
COc1ccc(C(=O)Nc2nnc(S(=O)(=O)N3CCCCCC3)s2)cc1OC	6.6	-1.0	1.5	-12.4	-0.5	4.3	-4.2	i	9.1	3.2
CC(=O)N1CCc2cc(S(=O)(=O)CCC(=O)NCCc3ccc(C)cc3)ccc21	-6.5	-0.6	0.2	1.6	0.5	11.7	3.1	i	-2.1	2.8
CCCC1(C(=O)OC)NC(c2ccco2)C2C(=O)N(c3ccc(C)cc3)C(=O)C21 (stereo unspecified)	-4.8	1.6	-0.9	5.7	1.0	2.6	-4.1	i	0.5	1.6
COc1cc(CNC(C)C23CC4CC(CC(C4)C2)C3)cc(OC)c1OC (stereo unspecified)	-5.7	-2.9	-0.9	-0.2	-1.1	14.0	-1.9	i	-0.7	-13.5
CCNc1nc(NCC)n2c(SC(C(=O)Nc3cc(Cl)cc(Cl)c3)c3ccccc3)nnc2n1 (stereo unspecified)	16.0	19.3	1.9	-12.0	-0.4	7.2	-3.4	i	-0.1	25.1
COc1ccc(NC(=O)c2cc(-c3ccco3)on2)c(OC)c1	-7.9	-10.6	0.5	-15.0	-0.3	13.0	-2.7	i	6.7	9.4
O=C1CC(Sc2ncccc2C(=O)O)C(=O)N1 (stereo unspecified)	1.9	3.9	-1.6	1.5	-1.2	6.0	-2.8	i	-1.0	-1.9
Cc1cc[n+](-c2[nH]c(=O)sc2/C=N/NC([S-])=Nc2ccccc2)cc1C	-27.1	0.8	-1.7	34.8*	-0.3	1.1	3.1	i	1.0	6.8
Cc1nc2c(ccc3nc(NC(=O)c4ccc5c(c4)OCCO5)sc32)s1	2.1	2.0	19.3	-23.7	-0.8	4.7	1.6	i	9.1	0.6
Cc1ccccc1/C=N/n1c(-c2cc(-c3ccccc3)n[nH]2)n[nH]c1=S	-12.6	-0.3	-0.1	-14.3	0.0	-5.0	0.9	i	11.4	52.9*
Brc1ccc(-c2nc(-c3cccnc3)no2)o1	-2.2	-2.9	-1.8	9.2	-0.3	52.0*	7.0	i	-8.8	0.0
COc1ccc(CC(=O)Nc2ccc(/C(C)=N\NC(=O)c3ccc(Br)o3)cc2)cc1	-12.0	2.8	0.3	11.3	-0.7	-15.5	-2.4	i	1.7	1.7
CC12CCC(=O)N1C(C(=O)Nc1cc(Cl)ccc1N1CCOCC1)CS2 (stereo unspecified)	-6.0	-2.0	0.8	16.4	-0.5	6.5	1.1	i	-0.6	-3.5
CC1=C(C)CC(C(=O)NNC(=O)c2csc(C)c2C)C(C(=O)O)C1 (stereo unspecified)	6.5	2.7	-1.3	-4.4	-0.9	0.8	-1.9	i	1.7	-2.8
COc1ccc(/C(C)=N/NC(=O)OC(C)(C)C)cc1[N+](=O)[O-]	-11.4	-1.4	-1.3	1.6	-0.1	11.2	2.4	i	-15.7	-3.4
COc1ccc(Cl)cc1Cn1c(C)c(C(=O)N(C)Cc2ccc(F)cc2)sc1=O	·	2.7	-0.3	-7.4	-0.6	4.4	-0.8	i	1.3	-7.0
COc1ccccc1C(C)NC(=O)c1cc(S(=O)(=O)N2CCCCC2)ccc1C (stereo unspecified)	9.8	6.5	0.2	2.0	0.1	2.7	2.0	i	-0.3	-3.0
Cc1cc(C(=O)N(C)C2CCCCC2)no1	1.0	1.5	-1.6	15.9	-0.6	-6.9	1.4	i	-1.3	-3.1

2 entries from above, as labelled records.
COc1ccc(/C(C)=N/NC(=O)OC(C)(C)C)cc1[N+](=O)[O-]
  Scp-1 inhibitor: -11.4
  DNMT1 block: -1.4
  LMPTP block: -1.3
  CendR NRP1 mod: 1.6
  Tb MetRS inh: -0.1
  SKN-1 inh: 11.2
  STEP inh: 2.4
  Neddyl block: i
  SUMO1 PPI mod: -15.7
  NadD block: -3.4

COc1ccc(Cl)cc1Cn1c(C)c(C(=O)N(C)Cc2ccc(F)cc2)sc1=O
  Scp-1 inhibitor: ·
  DNMT1 block: 2.7
  LMPTP block: -0.3
  CendR NRP1 mod: -7.4
  Tb MetRS inh: -0.6
  SKN-1 inh: 4.4
  STEP inh: -0.8
  Neddyl block: i
  SUMO1 PPI mod: 1.3
  NadD block: -7.0

(next part)
SMILES	Scp-1 inhibitor	DNMT1 block	LMPTP block	CendR NRP1 mod	Tb MetRS inh	SKN-1 inh	STEP inh	Neddyl block	SUMO1 PPI mod	NadD block
CC(C)Oc1cccc(C(=O)C2CCCN(Cc3cnn(C(C)C)c3)C2)c1 (stereo unspecified)	-6.5	1.0	0.2	12.8	-0.4	6.3	-2.3	i	-0.5	0.0
O=C(CCc1nc2ccccc2[nH]1)Nc1ccccc1F	-6.5	-0.3	-0.6	-1.8	-0.1	2.5	0.8	i	1.1	-0.6
CCOc1ccc(CCNC(=O)COC(=O)COc2ccc(Cl)cc2)cc1OCC	-2.8	2.2	-0.8	-12.8	-0.1	12.3	0.9	i	1.6	-0.4
COc1ccc(NC(C)C(=O)N/N=C/c2ccccc2OCc2cccc(Br)c2)cc1 (stereo unspecified)	-17.6	-14.9	6.9	1.7	-0.4	14.8	0.5	i	-0.5	1.4
COc1ccc(S(=O)(=O)N(CC(=O)NC(C)C)Cc2ccccc2)cc1	-6.1	-0.4	-2.4	1.2	-1.4	0.8	2.0	i	-2.7	-1.7
COc1ccc2c(-c3ccccc3)cc(SCC(=O)N(C)C3CCS(=O)(=O)C3)nc2c1 (stereo unspecified)	-2.8	-3.7	2.4	-8.8	-0.2	0.8	0.3	i	0.2	-1.7
c1ccc(-c2noc(-c3ccncc3)n2)nc1	-12.2	4.1	-0.2	8.4	-3.4	-7.9	1.6	i	-6.0	-5.0
COc1ccc(N=[N+]([O-])c2ccc(OC)cc2)cc1	-15.2	3.0	-0.2	6.4	-0.1	12.8	1.1	i	-10.0	-1.0
O=C(/C=C/c1ccc2c(c1)OCO2)NC1CCCC1	3.6	1.7	0.9	-18.9	-0.6	1.4	-0.2	i	-12.1	7.8
CCNC(=O)CCc1nc(-c2ccc(C)cc2)no1	-3.3	-0.1	-1.0	6.5	-0.1	14.8	1.9	i	-0.6	-3.6
O=C1CC(C(=O)N(CC2CCCO2)C(C(=O)NC2CCCCC2)c2ccncc2)CS1 (stereo unspecified)	-4.1	0.0	-1.1	7.8	-0.5	-6.6	-2.1	i	4.8	-0.2
O=P(CCc1ccccc1)(c1ccccc1)c1ccccc1	1.9	3.0	1.2	8.8	-0.3	3.4	2.6	i	-0.4	0.2
O=S(=O)(NCc1ccncc1)c1ccc(S(=O)(=O)NCC2CCCO2)cc1 (stereo unspecified)	-2.7	-0.2	-1.4	2.2	-0.7	0.7	-0.2	i	-1.6	-3.8
Cc1ccc(NC(=S)c2ccc(N(C)C)cc2)cc1	-4.8	-5.2	0.9	-1.0	-0.3	12.2	3.2	i	-0.3	-0.4
CCN(C(=O)c1nn(-c2ccc(OC)cc2)c(=O)c2c1c1ccccc1n2C)c1ccc(OC)cc1	-3.7	2.8	1.8	-7.1	-0.4	-0.3	-0.4	i	3.2	-1.5
O=C(O)c1ccc(S(=O)(=O)c2ccc3c(c2)C(=O)N(NC(=O)c2ccc(O)cc2)C3=O)cc1	-7.2	5.6	-0.7	-31.5	-0.6	1.3	1.2	i	6.1	1.4
CCCCc1ccc(N=N/C(C(=O)Nc2cc(OC)c(NC(C)=O)cc2OC)=C(/C)O)cc1	-17.6	16.8	0.3	6.6	0.3	3.5	1.0	i	1.1	-4.7
O=C(NC1CCCCC1)C(c1ccncc1)N(CC1CCCO1)C(=O)C(F)(F)F (stereo unspecified)	-6.9	-1.8	-1.8	8.4	-0.6	-3.8	4.3	i	-2.0	3.9
CCOC(=O)c1c(C)c(C(=O)Nc2ccccc2)c(C)n1CC	-2.7	-0.2	-0.5	-10.3	-0.2	4.4	3.2	i	1.0	-1.7
COc1cc2[nH]c(=O)n(Cc3ccc(C(=O)NC4CCN(Cc5ccccc5)CC4)cc3)c(=O)c2cc1OC	-1.7	-0.6	-0.7	-4.2	-1.4	-8.2	0.7	i	10.1	-5.3
O=C(CCN1C(=O)c2ccccc2S1(=O)=O)Nc1cc(Cl)ccc1Cl	-1.2	-1.9	-1.9	9.4	0.1	10.6	0.7	i	7.9	-8.4
Cc1ccc(Nc2nc(N)nc(CN3CCN(c4ccccc4)CC3)n2)cc1Cl	-4.6	-11.8	2.4	-12.0	-0.1	33.0	-3.4	i	-0.2	10.5
Cc1cc(C(=O)NNC(=O)c2ccccc2F)c2ccccc2n1	-0.2	3.7	-1.5	-5.3	-0.3	7.7	-0.4	i	-11.4	-6.6
COc1ccc(CN=Cc2c(C(F)(F)F)[nH][nH]c2=O)cc1	-6.1	1.0	-6.3	-2.0	0.1	7.6	0.2	i	-5.3	-2.2
CN(C)S(=O)(=O)c1cccc(NC(=O)c2cncc(Br)c2)c1	-6.5	-2.3	-1.4	-1.1	-0.9	0.4	0.9	i	-3.2	0.4
O=C(/C=C/C(=O)NCc1cccs1)NCc1cccs1	0.3	5.9	-0.9	6.2	0.2	-2.7	-3.0	i	4.6	2.0
CC(=O)c1ccccc1OCC(O)CN1CCN(C(c2ccccc2)c2ccccc2)CC1 (stereo unspecified)	3.0	3.1	-1.8	11.6	1.0	-8.0	0.1	i	-0.2	-11.9
CCCCNc1oc(-c2ccc(OC)cc2)nc1S(=O)(=O)c1ccccc1	-6.5	-5.0	1.9	2.3	-0.4	-4.3	3.5	i	-1.3	-0.9
